Assay outcomes (PubChem)
FXIIa inh – human FXIIa protease inhibitors, primary screen, biochemical, 1536-well; Coagulation factor XII (Homo sapiens), P00748; inhibition, % at 5 µM; 220,000 compounds, 0.3% hits; purified FXIIa, Boc-QGR-AMC fluorogenic substrate, 2 h; in the data active means inhibition above about 40%;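 further: 0% = enzyme with no compound and 100% = blank without enzyme; many of its hits are not listed in these tables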
p97 ATPase inh – inhibitors of human p97 ATPase, primary screen, biochemical. Transitional endoplasmic reticulum ATPase (Homo sapiens), P55072. recombinant p97 ATPase, Kinase-Glo ATP luminescence, 3 h. inhibition, % at 8 µM. 220,000 compounds, 0.42% hits; in the data active means inhibition above about 15%;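 further: 0% = DMSO vehicle and 100% = wells lacking enzyme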
Cl transport mod – KCC2 cotransporter modulators, thallium flux, primary screen, cell-based, HEK293 KCC2, FluoZin-2 fluorescence, MLSMR; Solute carrier family 12 member 5 (Homo sapiens), Q9H2X9; 190,000 compounds, 2.2% hits; B-score of Tl+ flux slope (higher = more flux/activation; lower = inhibition) at 10 µM; KCC2 cells, thallium flux FluoZin-2 fluorescence;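 active means thallium flux slope and its plate-corrected score both differing from the plate sample mean at a set confidence after two filtering rounds, in either direction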;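 further: slope of fluorescence scaled to starting intensity during 10 to 20 s after thallium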
PERK inhibitor – block of dimerizer-induced PERK translation repression, primary screen, PERK inhibitor project, CHO PERK-DD cells, SEAP luminescence, HTS; Eukaryotic translation initiation factor 2-alpha kinase 3 (Homo sapiens), Q9NZJ5; CHO PERK-DD fusion, SEAP luminescence translation reporter; inhibition, % at 5.6 µM; 220,000 compounds, 0.17% hits; AID 1416, 2008;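 active means inhibition above the mean inhibition of all tested compounds plus 3 SD, set separately per screening campaign, cut at about 2.9% in these data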;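 further: PERK kinase domain activated by AP20187 dimerizer at 100 nM; 0% = DMSO with dimerizer and 100% = rapamycin at 8.4 µM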
Furin inhibitor – human furin inhibitors, primary screen, biochemical, fluorescence intensity; P09958; purified furin, fluorogenic substrate cleavage; inhibition, % at 30 µM; 220,000 compounds, 0.061% hits; in the data active means inhibition above about 25%; further: inactives centre near -15
Wee1 degr inh – Wee1 degradation inhibitors, primary screen, cell-based, HeLa, Wee1K328M-luciferase, luminescence; Wee1-like protein kinase (Homo sapiens), P30291; HeLa Luc-Wee1K328M stability; 100% = proteasome inhibitor MG132 effect; reporter increase, % at 5 µM; 220,000 compounds, 1.2% hits;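 active means activation above the mean of all tested compounds plus 3 SD, set per screening run, cut at about 8.8% in these data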;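 further: cells exposed to compound for 20 h before luminescence read; 0% = DMSO alone and 100% = MG132 at 30 µM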
hK5 inh – human KLK5 protease inhibitors, primary screen, biochemical, 1536-well; Kallikrein-5 (Homo sapiens), Q9Y337; inhibition, % at 5 µM; recombinant hK5, fluorogenic AMC substrate cleavage; 210,000 compounds, 0.59% hits;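 active means inhibition of 40% or more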;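 further: 0% = enzyme controls without compound and 100% = no-enzyme blanks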
Target sequence (Q9Y337 67-293 limits assumed): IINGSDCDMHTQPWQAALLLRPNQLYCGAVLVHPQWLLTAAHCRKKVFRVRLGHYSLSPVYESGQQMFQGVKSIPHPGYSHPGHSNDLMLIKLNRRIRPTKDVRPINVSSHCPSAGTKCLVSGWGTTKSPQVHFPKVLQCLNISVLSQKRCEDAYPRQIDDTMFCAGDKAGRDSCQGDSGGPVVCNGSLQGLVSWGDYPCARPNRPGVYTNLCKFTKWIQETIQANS
FXIa inh 1536 – human FXIa protease inhibitors, primary screen, biochemical, 1536-well. purified FXIa, Boc-Glu-Ala-Arg-AMC fluorogenic substrate. inhibition, % at 5 µM. 220,000 compounds, 0.14% hits;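 active means inhibition of at least 40%; inactive means inhibition below 40%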;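 further: fluorescence of freed AMC excited at 355 nm; 0% = enzyme without compound and 100% = no enzyme blank; many of its hits are not listed in these tables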
Target sequence (P03951 19-387 limits assumed): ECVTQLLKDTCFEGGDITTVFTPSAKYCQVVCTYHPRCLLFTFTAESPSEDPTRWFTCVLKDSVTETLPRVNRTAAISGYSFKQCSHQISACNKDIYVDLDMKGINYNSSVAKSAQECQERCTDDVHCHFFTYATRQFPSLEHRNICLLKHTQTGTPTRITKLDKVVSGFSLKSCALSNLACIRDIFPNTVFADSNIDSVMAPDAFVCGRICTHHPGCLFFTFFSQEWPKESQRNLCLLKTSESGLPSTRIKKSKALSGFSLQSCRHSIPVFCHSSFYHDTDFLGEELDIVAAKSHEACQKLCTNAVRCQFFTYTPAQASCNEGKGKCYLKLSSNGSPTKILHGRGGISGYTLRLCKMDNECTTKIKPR
Target sequence (P03951 388-625 limits assumed): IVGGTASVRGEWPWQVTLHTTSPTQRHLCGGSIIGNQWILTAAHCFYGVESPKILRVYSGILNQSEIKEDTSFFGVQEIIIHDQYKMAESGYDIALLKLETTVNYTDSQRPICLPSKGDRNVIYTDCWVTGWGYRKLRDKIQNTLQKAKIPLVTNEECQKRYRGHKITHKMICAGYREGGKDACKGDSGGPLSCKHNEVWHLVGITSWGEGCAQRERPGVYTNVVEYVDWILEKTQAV
Thrombin inh – human alpha-thrombin inhibitors, primary screen, counter-screen for coagulation protease inhibitor project, biochemical, 1536-well, fluorogenic AMC substrate. Boc-VPR-AMC fluorogenic substrate cleavage. inhibition, % at 5 µM. 220,000 compounds, 0.26% hits. AID 1046, 2008;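 active means inhibition at or above 40%; inactive means inhibition below 40%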;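 further: 0% = enzyme with no compound and 100% = wells without enzyme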
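System: Human alpha-thrombin protein | Medium: pH 7.5 Tris (50 mM) with NaCl 150 mM, Tween 20 0.05% | Times: Enzyme reaction carried out at room temperature | Detection: AMC fluorescence, 355/460 nm | Evaluation: Percent inhibition scaled between no-compound controls and no-enzyme blanks | Benchmarks: Enzyme without compound as high, wells lacking enzyme as low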
Active calls of the source: *; x = no result given; [ ] = remark or other dose.

SMILES	FXIIa inh	p97 ATPase inh	Cl transport mod	PERK inhibitor	Furin inhibitor	Wee1 degr inh	hK5 inh	FXIa inh 1536	Thrombin inh
O=C(Cn1nc(-c2ccccc2Cl)ccc1=O)Nc1ccc(Br)cc1	14	1	-0.75	-0.2	-25	-2	5	0	-1
Cc1ccc(S(=O)(=O)Nc2ccc(NC(=O)Nc3cccc(C(F)(F)F)c3)cc2)cc1	-3	-1	-1.6	-0.7	-9	0	-2	-2	-4
COc1ccc(-n2c(Cc3cccn3C)nnc2SCC(=O)N2CCCc3ccccc32)cc1	16	7	0.015	-1.4	-16	-3	2	3	6
Cn1c(NCc2ccccc2O)nc2ccccc21	21	-2	-0.0062	-0.5	-13	4	-21	20	4
O=C1CC(SCc2nc3ccccc3[nH]2)C(=O)N1c1ccc(F)c(Cl)c1 (stereo unspecified)	-18	5	0.18	0.0	-11[20 µM]	-1	-3	-9	-8
O=c1[nH]c(Nc2ccc3c(c2)OCCO3)nnc1Cc1ccccc1	1	4	-0.085	0.8	-8	-3	-9	-11	-21
O=C(C1=C(O)C(=O)N(CCc2ccccc2)C1c1cccnc1)c1ccco1 (stereo unspecified)	-6	6	x	1.9	-5	0	0	-2	-4
NC(=O)NC(=O)COC(=O)CCSc1ccccc1	2	2	-0.61	1.3	-15	-4	-7	-10	-26
Cc1ccc(C(C)C)c(OCc2ccc(-c3nnco3)cc2)c1	11	2	x	0.6	-31	2	12	3	2
O=C(CCSc1ccccc1)NCCSc1ccccn1	25	-2	-1.4	0.4	-13	-1	-1	14	2
CC(C)(C)c1cnnn1-c1cccc([N+](=O)[O-])c1	8	-1	0.55	0.6	-26	-4	-2	-1	-10
CN(C)c1ccc(C(=O)/C=C/c2ccc(Br)cc2)cc1	20	4	0.84	2.3	-9	2	-15	20	-6
COc1cc(/C=N/NC(=O)CC2(C)OCCCO2)ccc1OCc1ccccc1	14	5	0.37	0.7	-19	0	-15	2	-8
CCOC(=O)C1C(C)=C(Nc2ccc(OC)cc2)C(=O)N1c1ccc(OC)cc1 (stereo unspecified)	9	5	-0.023	0.3	-31	2	-5	8	-6
Cn1c(=O)c2c(SCC(=O)N3CCOCC3)nc(C3CC3)nc2n(C)c1=O	9	0	x	-0.2	-18	-4	-1	2	-3
CSc1ccccc1C(=O)C1CCCN(C(=O)c2csnn2)C1 (stereo unspecified)	8	-2	x	-0.1	-18	3	-1	-2	-15
C/C(=N/Nc1ccc([N+](=O)[O-])cc1)c1ccc(C)cc1C	8	-1	0.51	0.2	-16	3	2	2	-6
Clc1ccc(CSc2nnc(CNc3cccc(Cl)c3)o2)cc1	-1	-3	-0.29	0.6	-9[20 µM]	1	-20	1	-6
Cc1cc(OCC(=O)NCc2ccncc2)ccc1Cl	6	-3	0.4	0.0	-10	-2	-2	-7	-20
O=C(CC1C(=O)NCCN1Cc1cccc(Oc2ccccc2)c1)NCc1cccnc1 (stereo unspecified)	18	-5	0.68	0.3	-13	0	17	11	3
Cc1ccc(N=C2NC(=O)CS2)cc1	10	4	0.46	0.6	-10[20 µM]	0	-2	-5	-6
O=C(CSc1oc(-c2ccco2)nc1S(=O)(=O)c1ccc(Cl)cc1)NCC1CCCO1 (stereo unspecified)	2	-6	1.5	-1.6	4[20 µM]	-2	-5	-1	-7
CCCNC(=O)COc1ccc(S(=O)(=O)Nc2ccc(C)cc2)cc1	25	-5	1.2	0.3	-6[20 µM]	1	-9	19	0
CC1=CC(C)(C)N2C(=O)C3(C(C#N)=C(N)Oc4cc(C)oc(=O)c43)c3cc(C)cc1c32 (stereo unspecified)	x	-3	0.54	-0.3	-13[20 µM]	1	x	x	x
COc1ccc(S(=O)(=O)NC2CCCC2)cc1Br	-8	1	0.47	-0.5	-13[20 µM]	-2	8	-7	-6
NC(=O)NOCc1c(F)cccc1Cl	6	3	-0.19	2.0	-11	0	x	0	1
Clc1ccc(/C=N/Nc2ncnc3nc[nH]c23)cc1	8	-6	-0.63	-0.3	11	1	0	2	-1
Cc1ccc(C(=O)NCCSc2snnc2C)cc1	15	-7	1.1	-1.1	-27[20 µM]	1	-9	1	-8
CCOC(=O)N1CCN(C(=O)c2ccccc2-c2ccccc2)CC1	9	-1	1.5	-0.5	-20[20 µM]	4	-25	-1	-5
C/C(=C\c1ccc2c(c1)OCO2)C(=O)c1c(C)cc(C)[nH]c1=O	9	-3	0.74	-0.1	-1	-6	-3	-4	-2
CNc1nnc(-c2ccc(OC)cc2)s1	7	2	0.85	0.3	-25	1	-4	-1	6
Cc1cc(C)cc(OCC(=O)OC/C(O)=C(\C#N)c2nc3ccccc3[nH]2)c1	22	8	0.89	0.9	-27	-2	-17	17	-1
COc1ccc(Cl)cc1C(=O)NCc1cnn(C)c1C	3	3	0.48	0.1	-19[20 µM]	-1	-5	-2	-7
Cc1cc(C)cc(NC(=S)N2CCC(N(C)CC3CCCO3)CC2)c1 (stereo unspecified)	4	3	0.00087	0.8	-26	-2	-8	-4	-2
Nc1nc(CSCCO)nc(Nc2ccccc2)n1	15	-1	x	0.3	-10[20 µM]	-2	-5	0	2
Cc1cccc(N2NC(=O)/C(=C/c3ccc(-c4ccc(Cl)c(C(=O)O)c4)o3)C2=O)c1	13	-1	-0.047	0.7	-5	0	-1	2	-8
COc1ccc2oc(=O)c(C(=O)Oc3ccc(NC(C)=O)cc3)cc2c1	20	5	1.1	1.6	-17[20 µM]	3	-34	6	2
CCOC(=O)c1c(NC(=O)CSc2cn(CC)c3ccccc23)sc2c1CCC2	5	5	0.12	0.1	-19	0	-10	1	4
Cc1cccc(N2C(=O)CC(N3CCN(Cc4ccc5c(c4)OCO5)CC3)C2=O)c1 (stereo unspecified)	14	1	0.23	-0.3	-12	-1	1	-5	-1
COC(=O)C1(C)NC(=O)c2ccccc2N1 (stereo unspecified)	11	4	-0.071	1.4	-36	2	-4	34	0

Filtered by structure: the compounds so far with bromine (3)
SMILES	FXIIa inh	p97 ATPase inh	Cl transport mod	PERK inhibitor	Furin inhibitor	Wee1 degr inh	hK5 inh	FXIa inh 1536	Thrombin inh
O=C(Cn1nc(-c2ccccc2Cl)ccc1=O)Nc1ccc(Br)cc1	14	1	-0.75	-0.2	-25	-2	5	0	-1
CN(C)c1ccc(C(=O)/C=C/c2ccc(Br)cc2)cc1	20	4	0.84	2.3	-9	2	-15	20	-6
COc1ccc(S(=O)(=O)NC2CCCC2)cc1Br	-8	1	0.47	-0.5	-13[20 µM]	-2	8	-7	-6

Next section
SMILES	FXIIa inh	p97 ATPase inh	Cl transport mod	PERK inhibitor	Furin inhibitor	Wee1 degr inh	hK5 inh	FXIa inh 1536	Thrombin inh
Cc1cc(Oc2ccccc2)nc(N)n1	7	1	x	0.4	-11[20 µM]	0	6	-4	-7
O=C(Nc1ccc(-c2nnn(CC(=O)N3CCN(C(=O)c4ccco4)CC3)n2)cc1)c1ccc(F)cc1	10	-1	-0.51	0.7	-27	1	2	5	-2
CN(C)C(=O)c1nnc(Cc2ccc(Cl)cc2)o1	0	3	0.85	0.1	-7	-1	-5	-3	-1
CCc1ccc(-c2nn(-c3cc(Cl)ccc3[N+](=O)[O-])c(=O)c3ccccc23)cc1	13	7	x	1.2	-13	3	3	6	8
O=C(COC(=O)CN1C(=O)C2CCCCC2C1=O)Nc1cc(S(=O)(=O)N2CCOCC2)ccc1Cl (stereo unspecified)	13	2	1.4	0.9	-29	1	-7	5	-3
CC(=O)Nc1sc(/C(C#N)=C\c2cccc(Cl)c2)nc1-c1ccc(C)cc1	8	6	0.048	0.9	-17	-1	-1	3	0
Oc1ccccc1CN1CCCN(Cc2ccccc2O)C1	5	4	-0.089	0.1	-23[20 µM]	0	-44	-3	-9
C/C(=N\NC(=O)c1cccc(S(=O)(=O)N2CCCC2)c1)c1cccs1	9	6	-0.0049	0.8	-20	-1	0	8	-2
O=C(CCN1CCN(Cc2ccccc2)CC1)Nc1cccc(Cl)c1	9	-4	-3.8*	-0.4	-16	-3	3	1	-3
O=C(O)CNC(=S)N(Cc1cccs1)C1CCCCC1	14	4	-0.35	0.0	-18	1	-3	3	-5
O=C(O)c1cccc(NC(=O)C2C3C=CC(C3)C2C(=O)O)c1 (stereo unspecified)	18	0	0.3	0.9	-16[20 µM]	-3	6	4	3
COc1cc2c(C(=O)N3CCN(c4ccccc4F)CC3)cn(C)c(=O)c2cc1OC	3	0	-0.067	0.4	-11	4	-6	-4	-11
CC(C)c1nc(SCC(=O)Nc2c[nH]c(=O)[nH]c2=O)c2cnn(-c3ccccc3)c2n1	2	6	1	1.3	-27	-2	-5	-3	-3
Cc1cs/c(=N/C(=S)Nc2ccccc2)n1C	5	1	0.45	-0.1	-23	0	-32	5	-4
CCN(CC)CCN1C(=O)c2ccccc2NC1c1ccc(Br)cc1 (stereo unspecified)	-2	2	-0.43	-0.2	-43	0	-15	-9	-2
COc1ccc(CC(NC(C)=O)C(=O)NC2CCN(C(=O)NCc3ccccc3)CC2)cc1 (stereo unspecified)	12	4	0.5	2.2	-18	-5	7	-19	1
COC(=O)C1=C(CSc2nc3ccccc3o2)NC(=O)NC1c1cc(C)ccc1C (stereo unspecified)	0	-5	0	-1.1	-5[20 µM]	1	1	-3	4
CCOc1ccc(NC(=O)[C@@H](NC(=O)OCc2ccccc2)[C@@H](C)CC)cc1	6	2	0.21	1.3	-15	1	-12	6	-1
CCC(C)C(NC(=O)OC(C)(C)C)C(=O)NC(C)C(N)=O (stereo unspecified)	9	-4	1.1	0.2	-24	-4	-2	-6	-6
CCNC(=O)/C(=C/c1ccc2c(c1)OCO2)NC(=O)c1ccc(Br)cc1	0	-2	0.18	-0.1	-11	-1	7	-9	-5
O=C(Nc1nc(-c2ccc(Cl)s2)cs1)c1ccccc1	5	-2	x	-0.6	-12[20 µM]	-2	3	18	-3
Cc1cccc(OCCCn2c(=O)oc3ccc(C)cc32)c1	7	-2	0.017	-0.6	0	1	-6	-4	-1
N#Cc1cc[n+](CC(=O)c2ccc(NC(=O)c3ccccc3)cc2)cc1	8	8	-1.1	1.4	-31	-1	4	10	1
Cc1cccnc1NC(=O)C1COc2ccccc2O1 (stereo unspecified)	2	1	-0.21	1.0	-21	-1	-13	-3	3
C=CCSC1=N/C(=C\c2cc(OC)c3c(c2)OCO3)C(=O)S1	11	-3	x	0.2	-12	0	-14	1	-2
CCCCCCCC(=O)OCC(=O)[C@@]1(O)CC[C@H]2[C@@H]3CCC4=CC(=O)CC[C@]4(C)[C@H]3[C@@H](O)C[C@@]21C	16	-3	0.6	1.1	-14	3	-8	6	x
CCCc1cc(=O)[nH]c(SCC(=O)N2CCN(S(=O)(=O)c3ccc(Cl)cc3)CC2)n1	5	7	0.16	0.1	-15	1	-16	8	-7
